Compound activity: PubChem, several laboratories
Autophagy mod: autophagy modulation, high-content screen; MEF GFP-LC3 puncta imaging; test concentration mostly 10 µM; calls only at 10 µM (by protocol); 190,000 compounds, 0.98% hits; AID 463193;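 active means percentage of spot-positive cells more than 3 SD above its plate mean, without a fluorescence outlier flag or 80% toxicity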;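 further: spot-positive cell cutoff set from DMSO-treated cells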
Insulin prom up: MIN6 insulin promoter up-regulation. MIN6 insulin promoter-GFP reporter, high-content imaging; stronger effect = higher value. z-score at 5 µM. 190,000 compounds, 0.3% hits. AID 1625;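 active means z-score above 3 at 5 µM with at least 500 cells counted in the well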
P. falciparum M17LAP: P. falciparum M17LAP inhibitors, primary screen, biochemical, fluorogenic H-Leu-NHMec substrate, 1536-well (AID 1619). recombinant M17LAP, H-Leu-NHMec fluorogenic kinetic assay; higher % means a stronger effect. 220,000 compounds, 0.38% hits. one-dose inhibition, % at 30 µM; IC50 in µM for titrated hits;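 active means compound inhibiting the enzyme by more than half at any dose during confirmatory dose-response retesting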;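 further: plate controls were full reaction with DMSO carrier for no effect and no enzyme background for full effect; strong numbers were not always called active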
Lipid droplet: hepatic lipid droplet formation modulation | AML12 mouse hepatocytes, oleate lipid droplets, BODIPY imaging | inhibition, % at 6.5 µM | 240,000 compounds, 0.4% hits;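 active means lipid droplet intensity inhibited by at least 50%, with more than 500 cells counted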
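Assay system: AML12 hepatocytes (mouse) / Also added: 100 µM oleic acid challenge / Times: overnight treatment with compound plus oleate / Detection: high-content imaging of BODIPY-stained droplets and DAPI nuclei / Evaluation: % inhibition of lipid droplet signal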
ER stress rescue: protection against thapsigargin-triggered cell killing – 384-well, CSM14.1, ATP luminescence, primary screen (AID 1222); CSM14.1 thapsigargin-induced death rescue, ATP luminescence; higher % means a stronger effect; cellular ATP content (survival), % at 20 µM; hits with a dose series show EC50 in µM; 190,000 tested, under 10 active;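 active means EC50 below 50 µM in the dose-response confirmation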;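 further: death triggered by thapsigargin at about 15 µM added after 2 h compound pretreatment; cell ATP read after overnight thapsigargin exposure of roughly 18 to 22 hours; normalized against plate controls of thapsigargin alone and 5% DMSO vehicle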
Yfh1-depleted yeast: enhancers of respiration in Yfh1-depleted yeast, dose response, Friedreich's ataxia, plus single-dose screen (AID 1465); 220,000 compounds, 0.074% hits; S. cerevisiae Yfh1-off respiration, WST-1 reduction, 72 h; higher fold induction means a stronger effect; fold induction at 50 µM, or EC50 in µM where a hit was titrated;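 active means fold induction of absorbance versus untreated yeast above a set limit, then at least 30% activation at any dose in follow-up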;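 further: activators that raise dye reduction in frataxin-depleted yeast; strong numbers were not always called active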
Dynein transport: dynein cargo transport inhibition | 3617.4 mouse cells, GR-EGFP nuclear translocation imaging; test concentration mostly 20 µM; stimulated with dexamethasone, 1 µM; stronger effect = lower value | z-score, hits read low | 220,000 compounds, 0.47% hits | AID 1381;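 active means plate z-score of nuclear minus cytoplasmic receptor signal below a set negative limit, without overly bright fluorescence or cell loss, cut at about -3.5 in these data, passing the limit was not always enough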;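 further: z-score of nuclear minus cytoplasmic ring GR-EGFP intensity difference per well; some compounds called inactive have numbers as strong as hits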
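Buffer or medium – tet-free medium with charcoal-stripped serum · Signal – automated 10x imaging of fixed Hoechst-stained cells · Also added – dexamethasone agonist, 1.0 µM final, for 30 min · Incubation – induction 48 h, compound 1 h, agonist 30 min · Read-out – GR-EGFP nuclear translocation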
P. falciparum M1AAP: P. falciparum M1AAP inhibitors, biochemical, fluorogenic H-Leu-NHMec substrate, 1536-well (AID 1445); 220,000 compounds, 0.42% hits; recombinant M1AAP, H-Leu-NHMec fluorogenic kinetic assay; higher % means a stronger effect; inhibition, % at 30 µM; hits with a dose series show IC50 in µM;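 active means primary inhibition above the hit cutoff, then over 50% inhibition at one or more dose response concentrations, cut at about 23% in these data, passing the limit was not always enough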;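 further: plate controls were DMSO full reaction for no effect and no enzyme background for full effect; strong numbers were not always called active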
MT stabilizer: microtubule stabilizers in HeLa cells; 200,000 compounds, 0.83% hits; % tubulin-high responders, % at 10 µM; HeLa tubulin immunostaining HCS, 24 h; share of cells brighter than vehicle mean+2SD;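 active means plate Z-score above 3 for both tubulin-high and condensed-nucleus cell shares, with cell loss under 80%, at 10 µM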;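 further: anti alpha tubulin signal scored within the nucleus-defined area of each cell; some results filed as inactive read as strong as hits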
Dynein transport cytoplasmic EGFP: further read-out of Dynein transport, marked with its call; z-score; measured here: cytoplasmic GR-EGFP intensity; stronger effect = higher value
Dynein transport nuclear GR-EGFP: also measured in Dynein transport; calls as there; z-score; measured here: nuclear GR-EGFP intensity;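 lower value marks the stronger effect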
Dynein transport cell count: also measured in Dynein transport; calls as there; z-score; measured here: cell count per field
Insulin prom up cell count: further read-out of Insulin prom up, marked with its call; cell count; measured here: cytotoxicity, nuclei count;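 total cells summed across four imaged fields per well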
Lipid droplet cells 6.5 µM: further read-out of Lipid droplet, marked with its call; cell count; measured here: cell count, cytotoxicity flag;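 cells counted across two imaged fields per well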
MT stabilizer Hoechst-high %: further read-out of MT stabilizer, marked with its call; % Hoechst-high responders; measured here: nuclear condensation Hoechst responders;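 share of cells brighter than vehicle mean plus two SD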
MT stabilizer cytotoxicity %: further read-out of MT stabilizer, marked with its call; toxicity, %; measured here: cytotoxicity by cell density;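 0% = mean cell density of plate MIN control wells and 100% = no cells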
Autophagy mod cell loss 18 h: also measured in Autophagy mod; calls as there; toxicity, %; measured here: cell loss, nuclei count;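 cell loss after 18 h compound exposure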
An asterisk follows results filed as active; i = inactive; . = no result given.

SMILES	Autophagy mod	Autophagy mod cell loss 18 h	Insulin prom up	Insulin prom up cell count	P. falciparum M17LAP	Lipid droplet	Lipid droplet cells 6.5 µM	ER stress rescue	Yfh1-depleted yeast	Dynein transport	Dynein transport cytoplasmic EGFP	Dynein transport nuclear GR-EGFP	Dynein transport cell count	P. falciparum M1AAP	MT stabilizer	MT stabilizer Hoechst-high %	MT stabilizer cytotoxicity %
COc1ccc(-c2nnc(SCC3CCCO3)n2C)cc1 (centres undefined)	i	6.3	.	.	2.3%	23.8	816	-1.0%	i	2.35	-0.0432	1.45	-1.33	-0.4%	4.3	1.4	10.9
O=C(O)C1C2C=CC(C3CC23)C1C(=O)O (centres undefined)	i	-8.7	0.22	1203	8.2%	10.6	722	1.2%	i	-0.133	-0.235	0.226	-0.587	2.1%	1.0	1.5	2.8
Cc1nn(Cc2ccccc2Cl)c(C)c1NC(=O)NC12CC3CC(CC(C3)C1)C2	i	-25.7	.	.	-5.6%	.	.	7.3%	i	1.56	-0.067	-0.122	-0.949	1.0%	2.8	2.2	7.6
COc1ccc(C(=O)N/N=C/c2ccc(OC(=O)c3cccc4ccccc34)c([N+](=O)[O-])c2)cc1	i	-8.6	0.06	1443	9.8%	14.7	657	1.8%	i	1.31	-0.0497	0.626	-1.15	12.5%	6.2	3.1	12.4
O=C(CCCOc1ccccc1)Nc1nncs1	i	12.7	0.34	1265	-2.4%	.	.	0.6%	i	0.401	-0.121	0.0261	0.623	-3.8%	0.7	1.7	4.9
CCOC(=O)C1C(=O)NC(N2CCN(Cc3ccccc3)CC2)=NC1c1ccccc1 (centres undefined)	i	8.0	0.38	998	1.8%	-4.4	778	-0.2%	i	0.252	-0.19	-0.118	-0.498	2.3%	1.5	2.0	8.9
COc1ccc(C(=O)CCC(=O)Nc2cccc(Cl)c2)cc1	i	-0.5	0.19	1269	-10.2%	-21.3	701	-0.5%	i	0.75	-0.282	0.415	-0.349	-4.1%	1.5	1.5	1.9
CC1CCN(S(=O)(=O)c2ccc(Oc3ccc([N+](=O)[O-])cc3)cc2)CC1	i	6.4	.	.	3.9%	.	.	-1.3%	.	-0.118	-0.169	-0.347	-0.924	0.7%	2.9	1.0	2.4
C=C(C)CN(CC)C(=O)CC1C(=O)NCCN1Cc1c(F)cccc1Cl (centres undefined)	i	1.9	.	.	3.4%	10.0	684	-1.2%	i	1.48	-0.0688	1.19	-0.96	2.6%	0.9	1.1	2.7
CCOC(=O)C1(CCc2ccccc2)CCN(C(=O)c2cccc(C)n2)CC1	i	16.7	0.04	1377	3.7%	-1.9	742	3.3%	i	-0.521	-0.0851	-0.257	0.676	6.5%	2.1	1.4	2.4
Cc1ccc2c(c1)c1c(n2CC(O)Cn2c(C)nc3ccccc32)C(=O)CCC1 (centres undefined)	i	-9.5	1.53	1557	-1.3%	-7.8	622	.	i	-1.53	0.0111	-0.349	1.33	2.1%	3.1	2.2	9.0
Cc1ccc(C(=O)COC(=O)CNC(=O)c2cccs2)cc1	i	2.8	-0.16	1219	10.6%	11.4	743	3.1%	i	-0.294	0.238	0.176	0.466	1.4%	1.8	1.4	7.6
Cc1nc(NC(=O)c2cc3c(C)nn(-c4ccccc4)c3s2)sc1C(=O)Nc1ccccc1	i	-11.7	.	.	-10.1%	13.6	743	0.9%	.	2.01	0.00297	0.977	-1.39	15.7%	1.8	1.2	7.7
O=C(COc1ccc(F)cc1Br)N1CCc2ccccc21	i	-0.4	0.44	1278	-5.7%	-13.7	625	.	i	0.971	0.832	1.17	-2.5	-3.6%	2.4	3.2	45.2
CCc1ccc(NC(=O)CSc2nnc(-c3cnccn3)n2Cc2ccco2)cc1	i	-45.1	0.5	805	41.6%	17.9	771	-1.1%	i	-0.401	-0.0506	0.131	0.121	10.5%	3.2	2.4	2.9
Cc1ccc(-c2nc3sc4c(c3c(=O)n2N)CC(C)(C)OC4)cc1	i	-1.2	0.09	858	-14.8%	-0.8	794	1.8%	i	0.297	-0.287	0.226	0.408	-7.2%	0.9	1.9	6.3
CCOP(=O)(OCC)C(Nc1cccc([N+](=O)[O-])c1)c1ccc(OC)cc1 (centres undefined)	.	.	-0.28	1093	4.1%	-21.9	798	.	i	-0.733	-0.155	-0.0415	0.362	6.1%	.	.	.
O=C(CSc1nc2c(c(C(F)(F)F)n1)CCc1ccccc1-2)NCc1ccco1	i	-4.7	-0.06	1502	-2.5%	.	.	-0.3%	i	-0.56	-0.187	-0.219	0.478	13.9%	1.4	1.5	4.7
COc1cccc(-c2ccc(-c3noc(-c4ccccc4F)n3)c(OC)n2)c1	i	-4.6	0.27	1308	-8.6%	-2.0	678	-2.4%	i	0.131	0.00473	0.481	-0.321	8.3%	5.3	1.9	61.7
Cc1nn(-c2ccccc2)c(C)c1/C=N/NC(=O)CSc1nc2ccccc2c(=O)n1-c1ccccc1	i	4.3	-1.08	1198	6.4%	-5.7	549	-2.3%	i	1.45	-0.196	0.903	-1.62	1.9%	4.2	3.3	6.2

Sorted by value in P. falciparum M1AAP (highest first): 3 of the compounds above
| smiles | P. falciparum M1AAP |
| --- | --- |
| Cc1nc(NC(=O)c2cc3c(C)nn(-c4ccccc4)c3s2)sc1C(=O)Nc1ccccc1 | 15.7% |
| CCc1ccc(NC(=O)CSc2nnc(-c3cnccn3)n2Cc2ccco2)cc1 | 10.5% |
| CCOP(=O)(OCC)C(Nc1cccc([N+](=O)[O-])c1)c1ccc(OC)cc1 (centres undefined) | 6.1% |

Next part.
SMILES	Autophagy mod	Autophagy mod cell loss 18 h	Insulin prom up	Insulin prom up cell count	P. falciparum M17LAP	Lipid droplet	Lipid droplet cells 6.5 µM	ER stress rescue	Yfh1-depleted yeast	Dynein transport	Dynein transport cytoplasmic EGFP	Dynein transport nuclear GR-EGFP	Dynein transport cell count	P. falciparum M1AAP	MT stabilizer	MT stabilizer Hoechst-high %	MT stabilizer cytotoxicity %
COc1ccc(C(=O)n2nc(-c3ccco3)nc2N)cc1	i	-15.1	0.54	1180	-2.5%	-3.8	743	-2.2%	i	-0.181	-0.258	-0.282	0.632	-1.5%	4.9	2.0	4.3
O=C(NCCN1CCOCC1)Nc1ccc(Cl)cc1Cl	i	-4.7	-0.18	1273	19.9%	23.9	763	3.5%	i	-0.0525	-0.243	-0.222	0.169	5.9%	3.0	1.7	0.4
O=c1cc(O)nc[nH]1	.	.	-0.01	1130	-0.9%	-6.6	682	.	i	-1.44	-0.228	-0.1	0.479	8.2%	.	.	.
O=C(NN=C1CCN(Cc2ccccc2)CC1)c1ccccc1	i	9.3	-0.3	1517	-1.3%	2.6	638	6.6%	i	-0.064	-0.265	-0.188	0.445	0.6%	3.2	2.2	2.2
Cn1nnnc1SCc1nc2ccccc2s1	i	6.2	0.22	1244	-7.1%	.	.	0.4%	i	2.87	-0.169	2.92	-2.11	-4.1%	2.0	1.6	3.5
Cc1ccc(NC(=O)CSCc2n[nH]c(=O)[nH]2)c(Br)c1	i	25.3	-0.34	1479	0.1%	7.9	592	-1.4%	i	-0.0709	-0.188	0.0617	0.0925	0.6%	2.9	1.7	1.6
O=C(CCCCCCC(=O)c1ccccc1)c1ccccc1	i	-0.4	0.42	1356	1.9%	-26.1	651	3.6%	i	-0.396	-0.149	-0.248	0.537	0.1%	3.0	2.2	3.3
Cn1cc(CNC(=O)COc2ccc(Cl)cc2Cl)cn1	i	-3.5	1.11	1201	7.7%	4.2	755	-2.5%	i	0.149	-0.285	0.772	1.24	9.8%	4.2	1.6	5.5
CCC(=O)Nc1cc(-c2nn(C)c(=O)c3ccccc23)ccc1N1CCOCC1	i	-10.2	1.41	942	-4.1%	5.4	741	-0.5%	.	-0.0581	-0.234	0.0399	0.641	-3.4%	1.5	1.5	7.9
CCOC(=O)c1nnn(-c2nonc2OC)c1-c1ccccc1	i	8.3	0.41	1152	6.7%	3.6	791	-0.5%	i	-0.212	-0.208	0.289	-0.362	-1.2%	3.1	1.4	4.5
CCOC(=O)N/N=C/c1cn(Cc2ccc(Cl)cc2)c2ccccc12	i	27.5	-0.16	1368	6.7%	-21.0	709	-1.4%	i	0.189	-0.182	0.391	-0.541	4.0%	2.3	2.6	9.9
O=C(/C=C/c1ccco1)N(c1ccccn1)c1ccccn1	i	16.8	0.09	1391	24.7%	19.5	642	-0.5%	i	0.942	-0.179	0.511	-0.455	9.7%	2.6	1.9	7.8
COCCNC(=O)Nc1ccc(F)cc1	i	-19.6	0.11	1508	-6.0%	-0.2	683	0.3%	i	-0.563	-0.168	0.0811	-0.357	4.9%	4.9	1.8	8.3
CCCCc1c(O)nc(SCC(=O)NC(C)(C)C)n(-c2ccccc2C)c1=O	i	4.4	1.91	1225	-1.1%	.	.	2.6%	i	0.914	-0.202	0.465	-0.0971	0.5%	3.8	1.2	3.1
Cc1ccc(S(=O)(=O)CCC(=O)OCC(=O)NCc2ccc(Cl)cc2)cc1	i	6.7	0.32	1339	-5.6%	9.7	696	-0.2%	i	-0.522	-0.178	-0.168	0.174	-1.6%	4.6	1.6	0.2
CCN(CC)S(=O)(=O)c1ccc(C)c(NC(=O)COc2ccc(Cl)cc2Br)c1	i	-11.0	-0.62	1451	10.3%	14.1	683	-1.7%	i	0.078	-0.249	-0.0789	-0.658	8.0%	4.4	3.8	7.2
CC(C)NCCCCOc1ccc(Br)cc1Cl	i	-8.8	0.24	1400	0.7%	-14.6	632	-4.8%	i	-0.93	-0.179	-0.339	0.588	3.8%	2.6	1.4	3.1
COc1ccccc1NC(=O)C1=C(C)Nc2nc(CCCO)nn2C1c1cccnc1 (centres undefined)	i	-3.8	.	.	16.0%	5.2	629	0.3%	i	0.231	-0.245	0.701	-1.05	-2.3%	2.9	2.0	3.6
